From PubChem BioAssay
NALP1 inh – NALP1 inflammasome inhibitors in reconstituted yeast, colorimetric, S. cerevisiae, triplicate retest. 280,000 tested, 0.61% active. S. cerevisiae NALP1/ASC/caspase-1 growth, X-gal OD620, 72 h. inhibition, % at 10 µM; in the data active means inhibition mostly above about 24%, no sharp cut-off; inactive means mostly below about 32%; further: some compounds called inactive have numbers as strong as hits
MEKK3 PB1 HTS – modulators of MEKK3-MEK5 PB1 binding, primary screen, biochemical, wildtype MEKK3, multiplex bead flow cytometry, Alexa488-MEK5; bead-based flow cytometry, Alexa488-MEK5 binding to MEKK3; actives lie on both sides; 0 = blocked by unlabeled MEK5, 100 = vehicle; binding response (% of control), % at 10 µM; 290,000 tested, 1.4% active; AID 1529, 2009;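 active means binding response more than 3 SD above or below the average of its plate-row segment, actives on both sides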;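 further: Alexa488 bead fluorescence after subtracting the streptavidin-only scavenger bead signal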
V1R ag counter – agonists of human V1a receptor, primary screen, counter-screen for OXTR agonist project, fluorescence, CHO-V1R cells | Fluo-8 calcium fluorescence, agonist mode; 0% DMSO, 100% 3 nM vasopressin | activation, % at 3 µM | 320,000 tested, 0.25% active;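 active means activation above the mean activation of all tested compounds plus 3 SD, per screening run, cut at about 20% in these data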;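 further: signal is peak over basal fluorescence ratio across a 100 second FLIPR read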
PHOSPHO1 block – PubChem AID 1565. recombinant PHOSPHO1, absorbance phosphatase assay. inhibition, % at 13.3 µM. 290,000 tested, 1.1% active. Phosphoethanolamine/phosphocholine phosphatase (Homo sapiens), Q8TCT1; in the data active means inhibition above about 60%
Target sequence (Q8TCT1 whole entry, looked up): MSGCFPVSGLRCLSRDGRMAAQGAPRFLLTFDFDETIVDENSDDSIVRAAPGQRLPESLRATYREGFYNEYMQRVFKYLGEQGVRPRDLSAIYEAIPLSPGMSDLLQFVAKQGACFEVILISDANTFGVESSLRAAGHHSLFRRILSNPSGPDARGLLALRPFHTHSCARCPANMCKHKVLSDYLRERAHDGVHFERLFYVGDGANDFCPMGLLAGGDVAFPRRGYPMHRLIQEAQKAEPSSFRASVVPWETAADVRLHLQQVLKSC
MEKK2 WT-MEK5 – modulators of MEK5 binding to wildtype MEKK2, primary screen, biochemical, multiplex bead flow cytometry, Alexa488-MEK5; Alexa488-MEK5 binding to MEKK2 WT; actives lie on both sides; binding response (% of control), % at 10 µM; 290,000 tested, 1.1% active; in the data active means binding response below about 67% or above about 130%
OXTR ag – human OXTR agonists, primary screen, fluorescence, CHO-OTR cells, Fluo-8 calcium | Oxytocin receptor (Homo sapiens), P30559 | Fluo-8 calcium fluorescence; normalized: DMSO 0%, oxytocin 100% | activation, % at 3 µM | 320,000 tested, 0.32% active;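 active means activation above the mean of all tested compounds plus 3 SD, cutoff set per screening run, cut at about 20% in these data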;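 further: peak over basal fluorescence ratio from a 100 s FLIPR kinetic read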
Target sequence (P30559 whole entry, looked up): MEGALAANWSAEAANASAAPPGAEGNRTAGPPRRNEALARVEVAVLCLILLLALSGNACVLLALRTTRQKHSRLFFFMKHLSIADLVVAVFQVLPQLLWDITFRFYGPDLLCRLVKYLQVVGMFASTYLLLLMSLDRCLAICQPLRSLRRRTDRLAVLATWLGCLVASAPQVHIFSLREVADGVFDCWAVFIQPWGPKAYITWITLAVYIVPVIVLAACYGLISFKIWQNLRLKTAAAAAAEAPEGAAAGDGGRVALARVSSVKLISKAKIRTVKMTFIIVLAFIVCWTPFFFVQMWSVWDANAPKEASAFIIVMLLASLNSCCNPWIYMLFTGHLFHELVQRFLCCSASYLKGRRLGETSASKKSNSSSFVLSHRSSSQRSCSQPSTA
GPR7 antag – GPR7 receptor antagonists, primary screen, cell-based, fluorescence, single concentration | AID 1861, 2009 | Neuropeptides B/W receptor type 1 (Homo sapiens), P48145 | GPR7-expressing cells, fluorescence antagonist assay | 290,000 tested, 1.1% active | inhibition, % at 4.4 µM; in the data active means inhibition above about 16%, passing the limit was not always enough;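 further: cells stimulated with the agonist NPW; 0% = agonist with vehicle and 100% = vehicle without agonist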
GalR3 antag – GalR3 antagonists in HEK293 cells, primary screen, cell-based, fluorescence readout; Galanin receptor type 3 (Homo sapiens), O60755; HEK293 GalR3-CNG cAMP membrane potential fluorescence; galR3 body fused to GalR1 C-terminus; inhibition, % at 3 µM; 360,000 tested, 0.44% active; AID 651719, 2012;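 active means inhibition above the screen-wide average plus 3 SD, cut at about 13% in these data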;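 further: forskolin and galanin both at EC90 stimulate the cells; cAMP rise reported by CNG channel membrane potential dye signal; 0% = forskolin plus galanin with DMSO and 100% = forskolin alone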
Target sequence (O60755 1-299 limits assumed): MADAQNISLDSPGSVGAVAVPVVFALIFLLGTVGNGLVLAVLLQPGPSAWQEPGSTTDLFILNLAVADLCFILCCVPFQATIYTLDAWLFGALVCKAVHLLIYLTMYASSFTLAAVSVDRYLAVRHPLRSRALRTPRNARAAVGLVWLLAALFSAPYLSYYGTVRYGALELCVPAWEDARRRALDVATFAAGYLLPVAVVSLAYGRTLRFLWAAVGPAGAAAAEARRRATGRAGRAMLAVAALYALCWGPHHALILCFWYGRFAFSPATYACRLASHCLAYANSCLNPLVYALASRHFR
MEKK2mut PB1 HTS – MEK5 binding signal on mutant MEKK2 PB1, primary screen, biochemical, multiplex bead flow cytometry, Alexa488-MEK5; 290,000 tested, 0.35% active; Alexa488-MEK5 binding to MEKK2 mutant; percent response, % at 10 µM; in the data active means percent response above about 24%, passing the limit was not always enough; further: inactives centre near 1; some results filed as inactive read as strong as hits; reference of the scale not given here
* marks the source's active call; other numbers are inactive results; . = no result given.

SMILES	NALP1 inh	MEKK3 PB1 HTS	V1R ag counter	PHOSPHO1 block	MEKK2 WT-MEK5	OXTR ag	GPR7 antag	GalR3 antag	MEKK2mut PB1 HTS
COc1ccc(/C=C2\Sc3ccc(C(=O)N4CCCC4)cc3N(C)C2=O)cc1OC	22	101	0.4	18	103	-0.8	-1	.	4
COc1ccc(CC(=O)N/N=C/C=C/c2cccc([N+](=O)[O-])c2)cc1OC	6	84	0.4	2	87	-0.8	6	-4	-20
Cc1cc(C)c(S(=O)(=O)N(C2=NCCS2)S(=O)(=O)c2c(C)cc(C)cc2C)c(C)c1	5	113	-0.3	-8	103	-0.5	-13	4	5
c1ccc(-c2nc3ccccc3nc2-c2ccccn2)nc1	16	101	0.7	36	102	-0.2	-11	-3	3
CC(C)c1nc2sc(C(=O)O)c(N)c2c2c1CCCC2	4	98	-0.6	11	92	-0.2	-15	0	-1
Cc1cc(=O)oc2cc(OCC(=O)N/N=C/c3ccccc3[N+](=O)[O-])ccc12	24	101	-0.6	1	102	2.0	12	-8	0
CCOC(=O)c1c(-c2cccs2)csc1NC(=O)CSc1ncn[nH]1	-14	91	4.7	38	93	6.2	-11	.	-6
CC(C)c1ccc(C2NC(=O)NC3=C2CCc2ccccc23)cc1 (configuration not stated)	-10	98	0.6	13	94	-0.8	6	-6	-2
Cc1ccc(-n2nnc3c(=O)n(CC(=O)NCc4ccco4)cnc32)cc1	-5	108	-0.4	17	114	-1.6	-11	.	4
CC(=O)NC1=NN(C(C)=O)C(C)(CCS(=O)(=O)c2ccc(Cl)c(Cl)c2)S1 (configuration not stated)	13	108	1.3	-9	114	1.2	-6	-8	30
O=c1oc2ccccc2c(Nc2ccccc2)c1CN1CCCCC1	.	62	-0.6	42	63	-1.1	-14	-4	-16
COc1ccc(NC(=O)Nc2nc3c(s2)CCCC3)cc1	27	136*	3.2	-9	109	3.5	-11	-4	2
CCN(CCO)c1nc(NCc2ccccc2)c2cnn(C)c2n1	2	96	0.5	22	96	-0.8	-5	-2	-2
O=C/C(=C\Nc1ccc(S(=O)(=O)CCO)cc1)c1nc2cc(Cl)ccc2o1	-9	90	0.9	-21	90	0.3	3	-4	-7
COc1cc(NC(=O)CCCNC(=O)Cn2cnc3sc(C)c(C)c3c2=O)cc(OC)c1OC	15	101	0.0	24	101	-0.2	-9	-9	-3
COc1ccc(NC(=O)COC(=O)C2CC(=O)N(Cc3ccc(C)cc3)C2)cc1 (configuration not stated)	-5	102	3.9	36	99	13	-9	-1	-1
O=C1CSC(c2cn(-c3ccccc3)nc2-c2ccccc2)N1Cc1ccco1 (configuration not stated)	16	109	0.9	37	105	-1.6	-8	-4	7
O=C(NCCc1ccco1)c1cc(COc2cccc(C(F)(F)F)c2)on1	3	103	0.5	18	107	-0.5	-17	-3	6
COc1ccc(C(C)=O)cc1CSCC(=O)O	9	109	-0.3	42	102	-0.2	9	-1	-41
CCCCc1nc2cc(Cl)ccc2o1	1	102	-0.3	-3	106	0.1	-10	8	3

By substructure: the compounds so far containing sulfur.
SMILES	NALP1 inh	MEKK3 PB1 HTS	V1R ag counter	PHOSPHO1 block	MEKK2 WT-MEK5	OXTR ag	GPR7 antag	GalR3 antag	MEKK2mut PB1 HTS
COc1ccc(/C=C2\Sc3ccc(C(=O)N4CCCC4)cc3N(C)C2=O)cc1OC	22	101	0.4	18	103	-0.8	-1	.	4
Cc1cc(C)c(S(=O)(=O)N(C2=NCCS2)S(=O)(=O)c2c(C)cc(C)cc2C)c(C)c1	5	113	-0.3	-8	103	-0.5	-13	4	5
CC(C)c1nc2sc(C(=O)O)c(N)c2c2c1CCCC2	4	98	-0.6	11	92	-0.2	-15	0	-1
CCOC(=O)c1c(-c2cccs2)csc1NC(=O)CSc1ncn[nH]1	-14	91	4.7	38	93	6.2	-11	.	-6
CC(=O)NC1=NN(C(C)=O)C(C)(CCS(=O)(=O)c2ccc(Cl)c(Cl)c2)S1 (configuration not stated)	13	108	1.3	-9	114	1.2	-6	-8	30
COc1ccc(NC(=O)Nc2nc3c(s2)CCCC3)cc1	27	136*	3.2	-9	109	3.5	-11	-4	2
O=C/C(=C\Nc1ccc(S(=O)(=O)CCO)cc1)c1nc2cc(Cl)ccc2o1	-9	90	0.9	-21	90	0.3	3	-4	-7
COc1cc(NC(=O)CCCNC(=O)Cn2cnc3sc(C)c(C)c3c2=O)cc(OC)c1OC	15	101	0.0	24	101	-0.2	-9	-9	-3
O=C1CSC(c2cn(-c3ccccc3)nc2-c2ccccc2)N1Cc1ccco1 (configuration not stated)	16	109	0.9	37	105	-1.6	-8	-4	7
COc1ccc(C(C)=O)cc1CSCC(=O)O	9	109	-0.3	42	102	-0.2	9	-1	-41

Additional entries follow:
SMILES	NALP1 inh	MEKK3 PB1 HTS	V1R ag counter	PHOSPHO1 block	MEKK2 WT-MEK5	OXTR ag	GPR7 antag	GalR3 antag	MEKK2mut PB1 HTS
O=C(CSc1nnc(C2COc3ccccc3O2)o1)N1CCCCC1 (configuration not stated)	-3	100	0.0	-5	99	-1.4	-8	3	2
Cc1sc2nc(SC(C)C)nc(N)c2c1C	21	108	-2.0	8	108	-0.8	2	-3	7
CN1C(=O)c2c(sc3c2CCCC3)NC1c1ccccc1O (configuration not stated)	3	101	-0.1	17	95	-1.4	-2	.	4
COc1ccccc1NC(=O)C(=O)N(c1cccnc1)C(C(=O)NC(C)(C)C)c1ccccc1F (configuration not stated)	-5	102	-0.8	56	86	-1.0	6	3	-12
N#C/C(=C\c1ccccc1)C(=O)N1CCC(C(N)=O)CC1	11	103	-0.1	32	105	0.6	3	-9	-3
O=C(NNC(=O)c1ccccc1[N+](=O)[O-])c1ccccc1[N+](=O)[O-]	-4	98	0.3	-99	81	0.7	-7	1	-11
COc1ccc(CCNC(=O)CSc2nc3[nH]ncc3c(=O)[nH]2)cc1OC	10	102	-0.3	57	104	0.0	-10	-5	5
COc1ccc(CN=C(Nc2ccccc2)SC2CC(=O)NC2=O)cc1 (configuration not stated)	-7	82	2.5	57	84	0.9	-4	-4	-17
CCCCNC(=O)CN(CCc1ccccc1)S(C)(=O)=O	1	80	0.5	11	91	0.1	-1	-4	-10
CCOC(=O)C1/C(=N\O)CC(C)(O)C(C(=O)OCC)C1c1ccc(N(C)C)cc1 (configuration not stated)	-7	105	-1.2	15	108	-2.1	6	2	4
O=C(COc1ncnc2ccccc12)N1CCN(c2ccccc2)CC1	17	95	-0.1	4	91	-0.4	-14	-7	-8
O=C(CCN1C(=O)C2C3C=CC(C3)C2C1=O)Nc1nccs1 (configuration not stated)	20	96	0.4	7	96	-0.4	0	6	0
NS(=O)(=O)c1ccc(NC(=O)CSC2CCCCC2)cc1	-2	101	2.6	16	96	0.9	-15	-6	-2
Cc1cc(C(=O)Nc2cccc3ccccc23)n(-c2ccccc2)n1	-7	102	-0.4	9	88	-2.0	-13	-2	-11
CC(=O)Nc1sc2c(c1C(N)=O)CCN(Cc1ccccc1)C2	.	126	0.1	37	114	0.7	-17	-5	18
Cc1cc(=O)[nH]c(N/N=C/c2ccc(O)c(O)c2)n1	-1	107	-0.1	52	104	1.3	-2	-6	2
Cc1cn(CC2COC(C)(C)O2)c(=O)[nH]c1=O (configuration not stated)	2	114	0.4	0	112	0.3	-7	-5	10
COc1ccccc1N1CCN(S(=O)(=O)c2ccc(-n3cnnn3)cc2)CC1	12	101	2.7	28	102	0.5	-16	1	0
CCOC(=O)Cn1c(CN(Cc2ccccc2)Cc2ccccc2)nc2c1c(=O)n(C)c(=O)n2C	14	106	8.3	-10	101	-0.9	-11	-3	-2
Cc1ccc(S(=O)(=O)N2CCCC(C(=O)NCc3ccc4c(c3)OCO4)C2)cc1 (configuration not stated)	12	100	2.7	31	98	1.1	-22	-7	1
Cc1cccc(C)c1-n1cccc1/C=C1/C(=N)N2C(=NC1=O)SN=C2S(C)(=O)=O	8	100	-0.4	-4	92	-1.1	-4	-2	-6
COc1ccccc1N1CCN(C2CCCN(C(=O)CCc3c(C)noc3C)C2)CC1 (configuration not stated)	18	98	0.2	48	95	1.6	7	-9	-2
CCn1cc(C(=O)NCC2COc3ccccc3O2)c2cc(OC)c(OC)cc2c1=O (configuration not stated)	-84	97	-1.4	18	92	-2.9	-12	-1	-3
Cc1cccc(NC(=O)c2cccc(N3C(=O)C4C5C=CC(C6CC56)C4C3=O)c2)c1 (configuration not stated)	17	103	7.1	26	105	5.9	-13	-2	6
COc1ccc2c(CC(=O)N[C@@H](Cc3ccccc3)C(=O)O)cc(=O)oc2c1	28	101	0.2	-7	103	-0.4	-11	-4	0
O=c1nc2ccccc2c2n1CC(CN1CCN(c3cccc(Cl)c3)CC1)N2 (configuration not stated)	4	101	0.5	28	109	0.7	-5	-4	4
O=C(c1ccco1)N1CCN(Cc2cccnc2)CC1	-16	100	0.9	23	100	-0.1	2	-1	1
CN(C)c1c([N+](=O)[O-])cc2[nH]c(=O)[nH]c2c1[N+](=O)[O-]	31	100	1.3	-4	103	-0.4	-8	-2	-1
Cc1oc(-c2ccc(Cl)cc2)nc1CS(=O)CC(=O)NC1CCCCC1 (configuration not stated)	5	101	-0.1	5	101	-1.2	-6	4	3
COc1cc2cc(C(=O)N/N=C/c3cccc(OC)c3OC)[nH]c2cc1OC	4	94	.	14	97	.	-15	-6	1
COc1cc(Cl)c(C)cc1NC(=O)CSC	.	109	-1.7	36	106	-2.1	-4	4	9
COc1ccc(/C=N/n2c(SC)nnc2-c2ccccc2)cc1C	15	98	-0.8	-22	101	-1.7	-5	-6	4
O=C(NCc1cccs1)c1cc2c(s1)-c1ccccc1OC2	22	113	0.2	-14	108	-0.4	-7	-2	11
CCOC(=O)c1c(NC(=S)NC(=O)/C=C/c2cccs2)sc(C)c1C	18	102	1.1	-4	97	-0.6	-6	-2	8
CCOc1ccccc1NC(=O)c1ccc2c(=O)n3c(nc2c1)CCCCC3	2	103	-1.0	75*	104	-1.7	0	-6	7
Cc1nn(-c2ccccc2)c(/N=C/c2ccc(O)cc2)c1-c1ccccc1	-1	98	0.2	3	97	-1.8	-4	5	-2
COc1ccc(NC(=O)CCC2CCCC2)cc1OC	5	98	0.2	-63	104	-0.5	0	-2	2
N/C(=N\OC(=O)c1ccccc1)c1ccccn1	11	103	-0.7	40	95	-0.8	-10	-1	-6
CCOCCCNC(=O)C1CCN(S(=O)(=O)c2c(C)noc2/C=C\c2ccc(OC)cc2)CC1	.	103	-0.3	.	102	-0.9	-8	-4	0
